HEK293 tox = cytotoxicity in counter-screen for GLP-1R inverse agonists | HEK293 cAMP-luciferase reporter cells, luminescence, 24 h | Potency, µM (highest dose often 38.3 µM), for inactives: at the top dose activity change, negative = inhibition, actives largely listed as inhibitors | 0.13% of 410,000 active | AID 624418;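 note: loss of luciferase light is scored as toxicity; potency is the fitted concentration of half-maximal effect; % is set by controls: 0 for no effect and ±100 for the full control effect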
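A 23 nL compound transfer followed 12 hours of cell culture at 37 deg C; exposure then lasted 24 hr. Luciferase assay detection reagent was dispensed and plates read for luminescence after a 12 min room-temperature wait.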
PLK1 PBD block = inhibitors of human PLK1 polo-box domain binding. P53350. 2.8% of 360,000 active. Plk1 PBD binding of FITC phosphopeptide, fluorescence polarization. Potency, µM, without a hit: max response, negative = inhibition, hits mostly inhibitors; note: potency is the fitted concentration of half-maximal effect; series mostly up to about 57 µM; % is set by controls: 0 for no effect and ±100 for the full control effect; nearly all actives have a fitted effect of over 65% in size
WRN inhibitor = blocks human WRN helicase | Q14191 | WRN helicase unwinding, fluorescent forked duplex, kinetic | Potency, µM (top dose mostly 114 µM), without a hit: at the top dose activity change, negative = inhibition, most hits filed as inhibitors | 0.46% of 360,000 active | AID 651768; note: potency is the fitted concentration of half-maximal effect; % is set by controls: 0 for no effect and ±100 for the full control effect; nearly all actives have a fitted effect of over 55% in size
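Kinetic fluorescence helicase assay: unwinding of a quenched forked DNA duplex (100 nM final) with 2 mM ATP final raises red fluorescence (525/598 nm). Compounds sat 15 min at room temperature with 20 nM WRN beforehand.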
GLP1R ag = agonists of human GLP-1 receptor; P43220; HEK293 GLP-1R CRE-luciferase, luminescence, 4-6 h; cells express a hypersensitive GLP-1R form; Potency, µM (titrated, usually from 45.6 µM), inactives show top-dose activation, most hits filed as activators; 0.007% of 380,000 active; AID 624172; note: potency is the fitted concentration of half-maximal effect; % of control where 0% means no effect
Target sequence (P43220 whole entry, looked up): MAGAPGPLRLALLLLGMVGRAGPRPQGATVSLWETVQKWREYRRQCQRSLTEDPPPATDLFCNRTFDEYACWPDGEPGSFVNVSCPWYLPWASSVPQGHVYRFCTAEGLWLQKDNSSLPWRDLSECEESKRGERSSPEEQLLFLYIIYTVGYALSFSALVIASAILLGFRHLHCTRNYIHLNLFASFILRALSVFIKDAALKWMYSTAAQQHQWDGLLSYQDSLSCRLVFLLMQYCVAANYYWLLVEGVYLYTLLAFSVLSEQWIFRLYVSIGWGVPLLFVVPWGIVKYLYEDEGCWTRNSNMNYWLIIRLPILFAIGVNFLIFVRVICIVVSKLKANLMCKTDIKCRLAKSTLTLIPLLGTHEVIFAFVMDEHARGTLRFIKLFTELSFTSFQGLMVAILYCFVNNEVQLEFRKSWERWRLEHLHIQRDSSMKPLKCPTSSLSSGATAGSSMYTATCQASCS
GLP1R inv ag = acts as inverse agonist at human GLP-1 receptor; 1.6% of 410,000 active; P43220; HEK293 GLP-1R CRE-luciferase, luminescence, 24 h; GLP-1R form is constitutively active; Potency, µM (top dose mostly 38.3 µM), for the others: top-dose activity change, negative = inhibition, actives largely listed as inhibitors; note: potency is the fitted concentration of half-maximal effect; % is set by controls: 0 for no effect and ±100 for the full control effect; nearly all actives have a fitted effect of over 55% in size
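Constitutively active GLP-1R drives a cAMP-responsive luciferase in stably transfected HEK293 cells; test compounds are added after overnight (12 h) attachment and left 24 hr, and signal loss in luminescence marks inhibition.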
D3 ag = D3 dopamine receptor (human) agonism. P35462. D3R DiscoveRx beta-arrestin cells, luminescence, 90 min. max activation, %. 0.58% of 410,000 active. AID 652048; in the data active = max activation above about 30%; note: 0% is about no effect; mostly tested at two doses, the higher about 12 µM
Target sequence (P35462 whole entry, looked up): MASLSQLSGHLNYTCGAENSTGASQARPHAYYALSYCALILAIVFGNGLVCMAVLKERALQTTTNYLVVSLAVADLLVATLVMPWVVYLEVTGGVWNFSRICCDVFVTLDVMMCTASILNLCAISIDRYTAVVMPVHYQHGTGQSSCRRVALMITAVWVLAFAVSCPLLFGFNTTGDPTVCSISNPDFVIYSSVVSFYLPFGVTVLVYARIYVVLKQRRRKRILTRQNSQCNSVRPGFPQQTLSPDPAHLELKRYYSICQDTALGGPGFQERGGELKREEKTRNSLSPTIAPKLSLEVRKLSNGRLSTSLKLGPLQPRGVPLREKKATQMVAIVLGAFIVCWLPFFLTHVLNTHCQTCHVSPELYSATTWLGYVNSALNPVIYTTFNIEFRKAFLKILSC
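Agonist mode: compounds and dopamine controls were applied to plated cells for 90 min at 37 degrees C after an overnight attachment at 1500 cells/well. Luminescent read-out followed 30 - 60 minutes at room temperature with DiscoveRx detection reagent.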
IL2 activator = activators of IL-2. AID 652025. 0.065% of 360,000 active. activation, % (series mostly up to about 46 µM). IL-2 activation reporter assay, cell-based qHTS; stimulated with anti-CD3/CD4/CD28 beads; in transgenic mouse T cells; in the data active = activation above about 50%; inconclusive = mostly about 30% to 49%; note: 0% is about no effect
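Readout: EGFP and DsRed signals by fluorescent plate cytometry. Unstimulated transgenic mouse T cells received compound 60 min before antibody-bead stimulation, then incubated 18 h at 37 degrees C.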
DRD3 antagonist = D3 dopamine receptor (human) antagonism | P35462 | D3R cells, DiscoveRx beta-arrestin luminescence, antagonist mode; hits give low values | max response, negative = inhibition, % | 2.5% of 360,000 active | AID 652054; in the data active = max response below about -50%; inconclusive = no clear call, values can overlap the other calls; note: % is set by controls: 0 for no effect and ±100 for the full control effect; mostly tested at two doses, the higher about 12 µM
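Cells expressing the human receptor were seeded at 1500 cells/well, incubated overnight at 37 degrees C in 5% CO2, then exposed to library compounds with dopamine controls for 90 minutes at 37 degrees C before luminescent detection.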
PI5P4Ka inh = blocks human PI5P4K alpha kinase activity; P48426; PI5P4Kalpha enzyme, ADP-Glo luminescence, 60 min; hits give low values; max response, %; 1.2% of 330,000 active; AID 652105; active = max response of -50% or lower; inconclusive = between -30% and -50%; inactive = -30% or higher; note: value at the top dose of about 77 µM; % is set by controls: 0 for no effect and ±100 for the full control effect
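Luminescence from ADP-Glo served as readout of PI5P4Kalpha activity in a qHTS format. Reaction: enzyme, substrate, compound, ATP at 5 microM final, 60 min at RT.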
* hit, by the source's call; ? = inconclusive; / = no result given; [ ] = remark or other dose. Unless noted, calls come from the whole dose curve; as a rule, active = well fitted curve in the direction sought with a large enough effect; inconclusive = small, poorly fitted or top-dose-only effect, or another doubt; inactive = no such curve, though single readings can be large; an effect the other way counts as inactive or inconclusive.

SMILES	HEK293 tox	PLK1 PBD block	WRN inhibitor	GLP1R ag	GLP1R inv ag	D3 ag	IL2 activator	DRD3 antagonist	PI5P4Ka inh
O=C(CSc1nnc(-c2cccnc2)n1Cc1ccco1)c1ccc(Cl)c(Cl)c1	0%	-24%	-35%	-1%	-22%	1	1.3	26	/
Cc1ccc(C(=O)CSc2nc(C)cc(SCc3nnc(-c4ccccc4)o3)n2)cc1	-1%	-7%	0%	-8%	-22%	11	-0.2	3	-9
COc1ccc(NC(=O)CCNC(=O)c2ccco2)cc1OC	-4%	-9%	-4%	6%	9%	12	1.2	-20	-9
O=C(CNC(=O)c1ccccc1)NCC1COc2ccccc2O1 (stereo unspecified)	0%	-2%	-9%	-3%	-13%	-11	0.3	2	3
COc1ccc(N(C)S(=O)(=O)c2cccc(C(=O)NCC3CCCO3)c2)cc1 (stereo unspecified)	9%	-4%	2%	-6%	-7%	-5	-1.3	-15	-5
CN(CC(=O)Nc1ccc(N2CCOCC2)cc1)CC(=O)Nc1ccc([N+](=O)[O-])cc1Br	-11%	-8%	6%	15%	16%	2	0.5	-5	-2
CCc1ccc(-c2nc(CSCC(=O)N3CCN(c4ncccn4)CC3)c(C)o2)cc1	-20%	2%	-2%	3%	6%	2	-4.2	44	-4
COc1ccc(NC(=O)c2[nH]ncc2[N+](=O)[O-])cc1	4%	-10%	9%	11%	1%	-2	3.8	-6	-11
CCCCOc1ccc(N2C(N)=NC(N)=NC23CCCCC3)cc1	4%	-9%	-1%	-2%	-17%	-6	1.4	-2	1
NC(=O)CCn1cnc2ccccc21	0%	-9%	1%	0%	8%	8	0.4	-12	5
Cc1ccc(CSCC(=O)N(C)CC(=O)Nc2c(Cl)cccc2Cl)cc1	-24%	-7%	1%	-1%	?	5	-7.0	4	6
COc1cc(/C=C2/C(=N)N3C=CSC3=NC2=O)ccc1OCCCOc1ccccc1C	1%	4%	-25%	2%	-8%	7	-1.5	23	/
CCC1(CC)C(=O)C2=C3C1[C@H](C(=O)OC)C=C(C(=O)OC)C[C@H]3[C@H]1C(=O)NC(=O)[C@H]1[C@H]2C (stereo partly specified)	-2%	1%	1%	-1%	16%	-7	0.4	38	2
CCc1cccc(C)c1NC(=O)CSc1nnc(-c2ccco2)n1N	11%	0%	-15%	5%	50%[activator]	9	-1.9	-12	/
Cc1cc(C)cc(Cn2cc(CN3CC(N4CCN(CCN(C)C)CC4)CS3(=O)=O)nn2)c1 (stereo unspecified)	-2%	-4%	-5%	2%	19%	0	0.1	?	-2

Entries of single compounds, quoted from the list.
Entry for CCCCOc1ccc(N2C(N)=NC(N)=NC23CCCCC3)cc1 : HEK293 tox = 4%; PLK1 PBD block = -9%; WRN inhibitor = -1%; GLP1R ag = -2%; GLP1R inv ag = -17%; D3 ag = -6; IL2 activator = 1.4; DRD3 antagonist = -2; PI5P4Ka inh = 1
Entry for Cc1ccc(CSCC(=O)N(C)CC(=O)Nc2c(Cl)cccc2Cl)cc1 : HEK293 tox = -24%; PLK1 PBD block = -7%; WRN inhibitor = 1%; GLP1R ag = -1%; GLP1R inv ag = ?; D3 ag = 5; IL2 activator = -7.0; DRD3 antagonist = 4; PI5P4Ka inh = 6

Back to the main list, repeating the 2 entries before the break.
SMILES	HEK293 tox	PLK1 PBD block	WRN inhibitor	GLP1R ag	GLP1R inv ag	D3 ag	IL2 activator	DRD3 antagonist	PI5P4Ka inh
CCc1cccc(C)c1NC(=O)CSc1nnc(-c2ccco2)n1N	11%	0%	-15%	5%	50%[activator]	9	-1.9	-12	/
Cc1cc(C)cc(Cn2cc(CN3CC(N4CCN(CCN(C)C)CC4)CS3(=O)=O)nn2)c1 (stereo unspecified)	-2%	-4%	-5%	2%	19%	0	0.1	?	-2
CCN(C(=S)Nc1cccnc1)c1cccc2ccccc12	-2%	27µM*	7%	7%	-21%	1	-0.3	-9	0
Cc1cccc(C)c1N1CCN(S(=O)(=O)N(C)C)CC1	-1%	2%	0%	1%	-8%	6	-1.8	-15	6
COc1ccc(N(CC(=O)NCc2ccco2)C(=O)CNS(=O)(=O)c2ccc(Cl)cc2)cc1	2%	-7%	-2%	5%	-17%	-1	-1.3	14	2
CCOC(=O)[C@]12CCC=C1N(Cc1ccccc1)C(=O)[C@H](CC(=O)NCc1cccc3ccccc13)C2	0%	-15%	-2%	-2%	?	2	-0.8	3	1
Cc1cnc(C(=O)OCC(=O)Nc2cccc(S(=O)(=O)N3CCCCC3)c2)cn1	-11%	-7%	-2%	4%	6%	1	-1.5	10	-14
C[C@@H]1CN([C@H](C)CO)C(=O)CCCn2nncc2CO[C@H]1CN(C)Cc1cccc(O)c1	0%	-20%	6%	-1%	12%	-5	-1.8	-3	0
O=C(COc1cccc(Oc2ccccc2)c1)Nc1ccc(SC(F)F)cc1	-45%	-3%	-12%	-1%	0%	-5	2.4	6	/
COc1ccc(NC(=O)Nc2cccc3c2O[C@H](CN(C)C(=O)NC2CCCCC2)[C@@H](C)CN([C@H](C)CO)C3=O)cc1	3%	-4%	6%	-5%	22%	0	0.0	-16	0
O=C(c1c[nH]c2ccccc12)N1CCN(Cc2ccccc2)CC1	-2%	-14%	-2%	4%	-21%	-11	-0.6	-15	1
O=C(CSc1nc(=O)n(CCN2CCOCC2)c2c1CCC2)Nc1ccc(OC(F)(F)F)cc1	-5%	-6%	-1%	21%	?	8	0.4	7	0
COc1ccc2c(Cl)c(C(=O)NCc3ccco3)sc2c1	5%	-11%	-20%	-1%	1%	-17	-3.0	-3	/
NC(=O)C1CCN(C(=O)Cc2ccc([N+](=O)[O-])cc2)CC1	2%	6%	-1%	0%	29%	-3	1.1	-9	2
CCCn1nc2cc(C(=O)NC3CCc4ccccc43)ccc2c1OCC (stereo unspecified)	-12%	0%	-3%	-4%	17%	-10	-3.4	16	-2
COc1ccc(CCC(=O)Nc2ccc(S(=O)(=O)N3CCCC3)cc2)cc1OC	?	2%	-2%	-5%	-26%	13	2.3	6	-2
O=S(=O)(Nc1cccc(Oc2ccc(Cl)cc2)n1)c1ccc(F)cc1	-12%	-3%	1%	6%	?	0	-0.7	11	13
CCCCn1c(=O)[nH]c(=O)c2c1nc(-c1ccccc1OC(F)F)n2C	-15%	4%	-4%	19%	31%	0	-1.3	14	2
CCO[C@@H]1OC(C(=O)NCc2nc3ccccc3[nH]2)=C[C@H](c2cn(C(C)=O)c3ccccc23)[C@H]1CCCO	2%	-6%	3%	-4%	-18%	-17	-0.2	-10	0
COc1ccc(OC)c(NS(=O)(=O)c2cc3c(cc2Cl)N(C(C)=O)CCO3)c1	1%	/	/	-2%	6%	-20	/	/	/
O=S(=O)(Nc1ccc(Cl)cc1NS(=O)(=O)c1ccccc1)c1ccccc1	-19%	?	-10%	-4%	?	-6	-0.7	0	3
O=C(NCC(=O)N(Cc1ccccc1)C(C(=O)NCC1CCCO1)c1ccccc1)c1cccs1 (stereo unspecified)	2%	-7%	4%	0%	-13%	1	-1.4	12	/
CN(C)S(=O)(=O)c1ccc(C(=O)Nc2ccnn2C2CCCCC2)cc1	-16%	-6%	3%	-5%	2%	14	-2.1	23	2
O=C(CSCc1ccc(Cl)cc1)Nc1ccccc1C(=O)N1CCOCC1	-9%	-9%	17%	-15%	-18%	0	0.4	7	-2
COc1ccccc1C(CNC(=O)c1cccc(NS(=O)(=O)c2ccc(C)c(F)c2)c1)N(C)C (stereo unspecified)	-23%	-6%	-2%	7%	?	-27	-1.3	0	8
COc1ccc(CNC(=O)C2CCN(S(=O)(=O)N3CCCC3)CC2)cc1	3%	-12%	3%	-1%	-6%	-5	-2.8	-24	3
Cc1nn(-c2ccccc2)c2sc(C(=O)OC3CCOC3=O)cc12 (stereo unspecified)	4%	-10%	-34%	-5%	-6%	3	-2.4	0	13
CCN1CCN(C(=S)NC(=O)c2cccs2)CC1	?	-2%	-13%	3%	-32%	9	-1.6	0	5
COc1cccc(NC(=O)CN(C)C(=O)c2cc(-c3ccccc3)nc3ccc(C)cc23)c1	-13%	6%	-1%	5%	?	1	-1.7	45	21
COc1cccc(/C=N/n2cnnc2)c1OCc1ccccc1	-5%	-7%	-18%	3%	-9%	-12	0.3	?	7
Cc1ccccc1N1OC2C(=O)N(c3ccc(F)cc3)C(=O)C2C1c1ccccn1 (stereo unspecified)	-15%	-7%	-1%	-3%	3%	8	-3.6	3	/
CCC(CC)C(=O)N(C)c1c(C)nc2c(OCc3ccc(Cl)cc3Cl)cccn12	9%	-3%	-5%	-4%	?	-8	-0.8	?	5
O=C(Cc1ccccc1Cl)Nc1nc2ccccc2[nH]1	2%	-1%	-1%	17%	-21%	-3	-2.2	-7	1
CCN1CCN(C(=O)c2ccc(CS(=O)(=O)Cc3ccccc3Cl)o2)CC1	0%	5%	14%	-3%	14%	-4	-0.4	-20	-1
COC(=O)c1ccccc1S(=O)(=O)N1CCC(NC(=O)c2ccccc2)CC1	19%	-14%	-3%	-8%	68%[activator]	-1	-2.9	-2	1
O=C(O)c1ccccc1/C=N/n1c(C2CCCCC2)n[nH]c1=S	3%	-18%	4%	0%	31%[activator]	-2	-3.9	4	-21
COC(=O)c1cc2occc2n1Cc1ccc(Cl)cc1	25%	-8%	-14%	7%	?	-1	0.7	?	/
Cc1cc(NC(=O)CN2C(=O)NC3(CCCCC3)C2=O)ccc1N1CCCC1	1%	-4%	-4%	-3%	?	-1	0.4	23	-10
O=C1/C(=C/c2ccc3c(c2)OCO3)Oc2cc(OCC(=O)N3CCC[C@H]3C(=O)O)ccc21	4%	5%	-6%	0%	10%	-13	-0.5	-8	-9
Cc1ccc(S(=O)(=O)N2CCN(S(C)(=O)=O)C2C)cc1 (stereo unspecified)	2%	-7%	-1%	0%	-2%	-10	-2.9	-19	0
Cc1c(C)c(C)c2[nH]c(=S)[nH]c2c1C	?	-13%	-23%	1%	-6%	-5	-0.3	8	-5
CC(=O)COC(=O)c1ccc2noc(-c3ccccc3)c2c1	?	-1%	-19%	19%	13%	4	-2.2	4	?
O=C(O)/C(=C\c1ccccc1)c1ccc2ccccc2c1	1%	-8%	-5%	-2%	-6%	-7	0.8	-8	-1
COc1ccc(OC)c(-c2nn(-c3ccccc3)cc2C(=O)NC2(C)CCS(=O)(=O)C2)c1 (stereo unspecified)	-13%	-7%	4%	-5%	-2%	-1	-0.2	16	2
